TrxR1 inh: inhibitors of rat thioredoxin reductase 1 | recombinant rTrxR1, NADPH fluorescence consumption, selenite substrate | Potency, µM (titrated, usually from 114 µM), for inactives: at the top dose activity change, negative = inhibition, hits mostly inhibitors | 1% of 390,000 active | AID 588453; further: on the % scale 0 is the no-effect control and ±100 the full control effect; nearly all actives have a fitted effect of over 65% in size
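Rat TrxR1 (90 nM in the dispensed reagent) was pre-reduced with 400 uM NADPH for 5 min at room temperature, then incubated with compound for 15 min. After 400 uM selenite was added, NADPH fluorescence (Ex 340/Em 450 nm) was followed for 8 min.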
PGK inhibitor: T. brucei PGK inhibition. P07378. PGK/GAPDH coupled, Kinase-Glo luminescence, 60 min. Potency, µM (titrated, usually from 57.5 µM), inactives show at the top dose activity change, negative = inhibition, actives largely listed as inhibitors. 0.043% of 380,000 active; further: on the % scale 0 is the no-effect control and ±100 the full control effect; nearly all actives have a fitted effect of over 60% in size
Target sequence (P07378 whole entry, looked up): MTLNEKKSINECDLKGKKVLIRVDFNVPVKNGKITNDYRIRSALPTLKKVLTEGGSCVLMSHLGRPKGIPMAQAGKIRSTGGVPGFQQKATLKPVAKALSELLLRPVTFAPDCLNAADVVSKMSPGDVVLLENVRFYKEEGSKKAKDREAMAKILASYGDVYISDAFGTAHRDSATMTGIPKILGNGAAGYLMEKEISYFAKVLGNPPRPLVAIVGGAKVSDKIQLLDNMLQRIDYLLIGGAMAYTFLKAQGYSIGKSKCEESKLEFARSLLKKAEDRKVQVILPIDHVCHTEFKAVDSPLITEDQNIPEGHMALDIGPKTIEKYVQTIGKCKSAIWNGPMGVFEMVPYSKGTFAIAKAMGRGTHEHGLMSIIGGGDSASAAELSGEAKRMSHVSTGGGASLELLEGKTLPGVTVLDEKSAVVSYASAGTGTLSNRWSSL
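Recombinant glycosomal PGK reaction used 1,3-bisphosphoglycerate generated in-well by GAPDH (100nM final) in 100mM TEA pH 7.6, 5mM MgCl2, 0.01% Tween-20. After 60 minutes at room temperature, ATP was read by Kinase-Glo Plus luminescence end-point.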
Pin1 inhibitor: blocks the human prolyl isomerase Pin1. Q13526. Pin1 FP peptide displacement, HiFluor488, 10 min. Potency, µM (top dose mostly 115 µM), without a hit: at the highest dose activity, negative = inhibition, usual class: inhibitors. 0.009% of 390,000 active; active means well fitted inhibition curve with a large enough effect in the polarisation, with a control signal flat, not every such curve was filed as active; inconclusive means small, poorly fitted or top-dose-only effect, or effect the other way, or a change in a side signal; inactive means no such curve, though single readings can be large or run the other way; the % refers to the polarisation; further: on the % scale 0 is the no-effect control and ±100 the full control effect
JMJD2A Tudor: JMJD2A Tudor domain (human) inhibition; O75164; AlphaScreen JMJD2A-Tudor / H3K4me3 peptide binding; Potency, µM (doses to about 114 µM), without a hit: at the top dose activity change, negative = inhibition, usual class: inhibitors; 4.4% of 390,000 active; further: on the % scale 0 is the no-effect control and ±100 the full control effect; nearly all actives have a fitted effect of over 50% in size
ERG Ets-DNA blk: ERG Ets/DNA interaction inhibition; P11308; fluorescence polarization, His-ERG Ets domain / labelled DNA; Potency, µM (titrated, usually from 76.9 µM), for the others: at the top dose FP activity, negative = inhibition, hits mostly inhibitors; 0.028% of 370,000 active; AID 624246; active means well fitted inhibition curve with a large enough effect in the polarisation, with a control signal flat; inconclusive means small, poorly fitted or top-dose-only effect, or effect the other way, or a change in a side signal; inactive means no such curve, though single readings can be large or run the other way; the % refers to the polarisation;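 further: polarization taken with two DNA probes labelled with fluorescein and Texas red; % of control where 0% means no effect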
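His-tagged ERG Ets domain (1 uM in the protein solution; 300mM KCl, 50mM Tris-HCl, 1mM EDTA, 1mM DTT, pH 7.5) received compound, then a probe mix of 5 nM fluorescein-DNA and 100nM Texas-615-DNA. Fluorescence polarization was read for both dyes.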
HP1b chromo inh: HP1-beta chromodomain-methylated histone interaction inhibition; P83916; AlphaScreen HP1-beta / biotin-H3K9me3 peptide binding; Potency, µM (series often up to 114 µM), for inactives: top-dose activity change, negative = inhibition, most hits filed as inhibitors; 0.56% of 390,000 active; further: nearly all actives have a fitted effect of over 70% in size; inactives centre near 23
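AlphaScreen: HP1-beta (50 nM) preformed 30 min with biotin-H3(1-18)K9me3 peptide (50 nM) in PBS pH 7.4, 0.01% Tween-20. Compound added for 30 min at RT, then streptavidin donor/nickel chelate acceptor beads (10 ug/mL) for 30 min.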
12-LOX inh: ALOX12 (human) lipoxygenase inhibition; P18054; purified 12hLO, xylenol orange hydroperoxide absorbance; Potency, µM (titrated, usually from 108 µM), for the others: top-dose activity change, negative = inhibition, hits mostly inhibitors; 1.1% of 580,000 active; AID 1671190; further: on the % scale 0 is the no-effect control and ±100 the full control effect
Target sequence (P18054 whole entry, looked up): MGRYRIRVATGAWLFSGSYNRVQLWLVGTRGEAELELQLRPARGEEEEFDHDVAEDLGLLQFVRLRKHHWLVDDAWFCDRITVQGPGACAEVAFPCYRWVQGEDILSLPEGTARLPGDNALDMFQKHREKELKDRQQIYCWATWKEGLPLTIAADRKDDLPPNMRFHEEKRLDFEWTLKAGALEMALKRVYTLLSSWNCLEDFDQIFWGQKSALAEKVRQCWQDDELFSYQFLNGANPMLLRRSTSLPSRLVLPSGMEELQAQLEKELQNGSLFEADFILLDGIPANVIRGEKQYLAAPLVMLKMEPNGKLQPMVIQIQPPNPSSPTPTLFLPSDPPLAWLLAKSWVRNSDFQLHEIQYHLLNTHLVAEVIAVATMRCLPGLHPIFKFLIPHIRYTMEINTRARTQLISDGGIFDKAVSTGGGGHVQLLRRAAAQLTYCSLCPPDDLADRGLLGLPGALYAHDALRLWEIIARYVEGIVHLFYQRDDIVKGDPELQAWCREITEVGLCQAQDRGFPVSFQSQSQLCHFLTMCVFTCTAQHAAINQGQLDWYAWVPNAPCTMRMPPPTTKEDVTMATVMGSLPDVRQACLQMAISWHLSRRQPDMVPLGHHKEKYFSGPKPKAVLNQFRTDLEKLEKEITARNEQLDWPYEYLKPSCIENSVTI
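Purified human 12hLO (150 nM final) in 25 mM Hepes, 0.01% Triton X-100, pH 7.0 was preincubated 15 min at room temperature with compound. Then 40 uM arachidonic acid was added, 30 min. Hydroperoxide was read by Fe-XO absorbance ratio 573/405 nm.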
RGS4 inh: blocks human RGS4-accelerated GTP hydrolysis | AID 504845 | Potency, µM (highest dose often 114 µM), for the others: at the highest dose activity change, negative = inhibition, usual class: inhibitors | Transcreener GDP fluorescence polarization, RGS4-accelerated GTP hydrolysis | 0.039% of 390,000 active | P49798; further: on the % scale 0 is the no-effect control and ±100 the full control effect; nearly all actives have a fitted effect of over 75% in size; some results filed as inactive show a strong effect at the top dose
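MLSMR compounds (23 nl, pin-transferred) preincubated 10 min at room temperature with a 500nM (2x) first reagent, then RGS4 at 900nM (2x) plus Transcreener GDP mix added; fluorescence polarization (620/688 nm) read before and after 90 min at 30 °C.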
GLS inh: glutaminase GLS (human) inhibition; GLS enzymatic activity, qHTS titration; O94925; 0.21% of 410,000 active; Potency, µM (highest dose often 45.5 µM), for inactives: at the highest dose activity change, negative = inhibition, usual class: inhibitors; further: on the % scale 0 is the no-effect control and ±100 the full control effect
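hKGA; 45 mM KH2PO4 pH 8.2 + 0.02% Tween-20; cpd via pin tool; 1 mM Gln soln; GluOx/HRP/Amplex Red; RT 30 min; fluor. t0 & final.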
The depositor's hits bear a star; i = inactive; u = inconclusive; x = not tested or not shown; & = joins results of further samples; [ ] = another dose, or the depositor's remark. Unless noted, the call rests on the fitted dose curve; in most records, active means well fitted curve in the direction sought with a large enough effect; inconclusive means small, poorly fitted or top-dose-only effect, or another doubt; inactive means no such curve, though single readings can be large; an effect the other way counts as inactive or inconclusive. Potency means the concentration at half of the fitted maximal effect. Not all compounds are listed; the hit share may differ from the screen's.

Results follow in this order: Pin1 inhibitor	RGS4 inh	GLS inh	TrxR1 inh	12-LOX inh	PGK inhibitor	JMJD2A Tudor	HP1b chromo inh	ERG Ets-DNA blk
COc1ccccc1NC(=S)NCc1ccccc1Cl
  3%	6%	-1%	17%[57.1 µM]	-61%	-1%	-22%	14%	3%
COC(=O)c1ccc(Oc2cc(C)nc(-n3nc(C)cc3C)n2)cc1
  -7%	-49%	-3%	15%	0%	22%	-35%	26%	-5%
CC(=O)N1CCc2cc(S(=O)(=O)NCCCN3CCCCC3)ccc21
  -4%	-1%	-4%	7%	-22%	1%	-9%	32%	7%
Cc1ccc2nc(/C(C#N)=C/c3ccc(-c4ccc(C(=O)OC(C)C)cc4)o3)[nH]c2c1
  u	3%	0%	-24%	13%	5%	-6%	56%[activator]	-10%
Cc1cccc(C)c1NC(=O)CNC(=O)CCCc1c[nH]c2ccccc12
  0%	-17%	15%	4%	-11%	-7%	-17%	11%	6%
Cc1ccc(N(Cc2ccc(C(=O)NC3CCCCC3)cc2)S(C)(=O)=O)cc1C
  5%	22%	2%	17%	-22%	-8%	-1%	10%	-2%
COc1ccc(CC(=O)Nc2cccc(C)n2)cc1OC
  -5%	2%	2%	6%[57.1 µM]	-1%	i	4%	41%[activator]	6%
CSc1nc2c(cnn2-c2ccccc2)c(=O)n1N
  8%	-12%	-2%	-10%	-8%	x	-17%	46%[activator]	10%
CCOc1ccccc1-n1c(SCC(=O)N2CCCC2)nnc1-c1ccoc1C
  -9%	-33%	6%	-3%	-2%	6%	-4%	25%	-4%
O=[N+]([O-])c1cc(CN(CCO)CCO)ccc1O
  -8%	13%	13%	-1%	3%	-7%	-32%	-8%	-2%
Cc1ccc(NS(=O)(=O)c2ccc3c(c2)CCN3C(=O)CCC(=O)O)cc1Cl
  7%	23%	7%	21%	u	-7%	-14%	17%	-2%
CCOC(=O)CN1C(=O)N[C@@H](c2cccc(C(F)(F)F)c2)[C@H](C(C)=O)[C@H]1C
  0%	-5%	4%	16%	12%	1%	4%	36%[activator]	-10%
Nc1c(N(Cc2ccccc2)C(=O)COc2ccc(F)cc2)c(=O)[nH]c(=O)n1Cc1ccccc1
  0%	-25%	-8%	-7%	3%	-1%	-6%	29%	-4%
CCCS(=O)(=O)c1nc(S(=O)(=O)c2ccc(C)cc2)c(NCc2ccccc2Cl)s1
  12%	-10%	6%	-5%	-4%	x	-23%	13%	-3%
O=C(C(=O)N1CCN(c2ccc(F)cc2)CC1)c1cn(CC(=O)N2CCOCC2)c2ccccc12
  -11%	-6%	11%	16%	-15%	i	-26%	3%	11%

In the list so far, these have a furan ring, fused or not.
Results follow in this order: Pin1 inhibitor	RGS4 inh	GLS inh	TrxR1 inh	12-LOX inh	PGK inhibitor	JMJD2A Tudor	HP1b chromo inh	ERG Ets-DNA blk
Cc1ccc2nc(/C(C#N)=C/c3ccc(-c4ccc(C(=O)OC(C)C)cc4)o3)[nH]c2c1
  u	3%	0%	-24%	13%	5%	-6%	56%[activator]	-10%
CCOc1ccccc1-n1c(SCC(=O)N2CCCC2)nnc1-c1ccoc1C
  -9%	-33%	6%	-3%	-2%	6%	-4%	25%	-4%

(continued)
Results follow in this order: Pin1 inhibitor	RGS4 inh	GLS inh	TrxR1 inh	12-LOX inh	PGK inhibitor	JMJD2A Tudor	HP1b chromo inh	ERG Ets-DNA blk
CCCN1CCN(CCCNC(=O)c2ccc3c(=O)n(CCc4ccccc4)c(=O)[nH]c3c2)CC1
  -4%	14%	7%	3%	-13%	6%	-13%	8%	-8%
Cc1ccc(C(=O)Nc2ccc(S(=O)(=O)N3CCCC3)cc2)s1
  -2%	-3%	-2%	17%	22%	0%	-15%	18%	-3%
O=C(NCCN1CCN(S(=O)(=O)c2ccccc2)CC1)C(=O)Nc1ccc(F)cc1
  -6%	0%	1%	20%	-14%&39%	-3%	-20%	-16%	11%
NS(=O)(=O)c1ccc(NC(=O)/C=C/c2cccc(Cl)c2)cc1
  -2%	12%[56.9 µM]	-13%	22%	24%	i	-24%	34%	4%
COc1nnc(-c2ccc(N3CCCCC3)c(NC(=O)c3ccc(Cl)cc3)c2)c2ccccc12
  0%	16%	7%	19%	0%	2%	-7%	13%	2%
Cc1ccc(C)n1-c1ccc(C(=O)Nc2ccccc2)cc1
  20%	-1%	3%	u	-12%	x	-27%	20%	6%
COc1ccc(NC(=O)COc2ccc(S(=O)(=O)NC3CCCCC3)cc2)cc1OC
  3%	10%	1%	3%	0%	-3%	-7%	20%	1%
C=CC[C@@H](CC(=O)N(CCO)Cc1ccccc1)C(=O)NC[C@@H](OC(=O)[C@@H](CC=C)Cc1ccc(F)cc1)c1ccccc1
  u	11%	6%	-1%	-2%	0%	-27%	19%	-10%
COc1ccc(Nc2cc(C(=O)NCCCN3CCN(C)CC3)c3ccccc3n2)cc1
  0%	37%	24%	3%	-4%	3%	-27%	-4%	-1%
NS(=O)(=O)c1ccc(CCNC(=O)c2cccnc2)cc1
  -1%	19%	-1%	26%	-5%	-10%	-12%	18%	-1%
CCOC(=O)c1cnc(SC)nc1N
  2%	-13%	-2%	12%[57.1 µM]	0%	-16%	2%	24%	-1%
COc1cc(-c2cc(OC)c3c(C)oc(C)c3c(=O)c2)ccc1OC(=O)c1ccc(C)cc1
  u	-41%	-24%	18%	u	-9%	-34%	23%	2%
COc1ccc(OC)c(-c2cc(C(=O)NCCCn3ccnc3)no2)c1
  -4%	-21%	-2%	-15%[2.29 µM]	0%	-6%	u	12%	-3%
CC1=CC(=O)N(c2cccc3c(N4C(=O)C=C(C)C4=O)cccc23)C1=O
  17%	u	3%	11%[11.4 µM]	-2%	-8%	-15%	23%	10%
CSc1nsc(N/N=C/c2ccc3c(c2)OCO3)c1C#N
  -10%	-22%	-3%	6%	u	-6%	0%	74%[activator]	3%
O=C1NCC(O)=C1C=NCCO
  -5%	3%	10%	11%	-1%	-2%	-18%	4%	14%
CCOC(=O)c1ccc(CN2C(=O)c3ccccc3S2(=O)=O)cc1
  -3%	-6%	-4%	-1%	u	-8%	10%	91%[activator]	-10%
C=C1CCN([C@@H](C)C(=O)OCc2cccc(C)c2)S(=O)(=O)c2ccccc21
  u	19%	-4%	4%[57.1 µM]	0%	2%	38%[activator]	91%[activator]	0%
COc1ccc(/C=N/NC(=O)c2ccc(Cl)cc2)cc1COC(C)=O
  4%	4%	6%	2%	10%	8%	-11%	16%	-6%
CCOC(=O)c1ccc2[nH]c3c(c2c1)CCCC3NC=O (stereo not given)
  -8%	-8%	0%	-6%	-6%	i	-35%	20%	9%
Cc1cnc(C(=O)OCC(=O)c2csc(N3CCCCC3)n2)cn1
  u	12%	-13%	-31%	0%	-8%	u	-2%	10%
CCN1C(=O)/C(=C/N2CCc3ccccc32)SC1=S
  u	-12%	-10%	6%[57.1 µM]	x	0%	-4%	21%	2%
CCNC(=S)N(CCc1c(C)[nH]c2ccccc12)Cc1cccnc1
  -4%	u	7%	5%	27%	x	u	u	-4%
CCOC(=O)c1sc(NC(=O)c2ccc(S(=O)(=O)N3CCOCC3)cc2)cc1C
  6%	-22%	2%	-13%[57.1 µM]	0%	4%	-34%	4%	14%
CC(C)CCOc1ccc(C(=O)NCCC(=O)N2CCOCC2)cc1
  0%	-15%	1%	23%	-5%	2%	-7%	28%	-10%
COc1ccc(NC(=O)Nc2cccs2)cc1Cl
  -5%	0%	-6%	15%	40µM*	i	-18%	-9%	0%
COc1cc(C(=O)Nc2cc(-c3cn4cccnc4n3)ccc2C)cc(OC)c1OC
  -6%	-4%	4%	17%[57.1 µM]	2%	-11%	-17%	17%	-7%
CCCN(C(=O)CN1C(=O)NC2(CCCCCC2)C1=O)C1CCS(=O)(=O)C1 (stereo not given)
  -11%	8%	3%	-2%	0%	-1%	-13%	15%	-17%
O=C(CN1CCOCC1)Nc1c(Cl)cc(Cl)cc1Cl
  0%	34%	10%	14%	-10%	7%	-11%	27%	-2%
O=C(CSCCc1ccccn1)Nc1ccccn1
  -3%	-14%	-4%	20%	u	-12%	-8%	51%[activator]	8%
CCOC(=O)C1(Cc2ccc(OC)cc2)CCN(C(=O)[C@@H]2CCCN2C(C)=O)CC1
  -3%	3%	-7%	9%	0%	-2%	10%	25%	-4%
O=C1CN2CCC1C/C2=C\c1ccnc2c(Cl)cccc12 (stereo not given)
  -15%	7%	1%	-1%[2.29 µM]	-23%	-2%	-13%	5%	6%
Oc1nc(-c2ccc(Br)cc2)n2ccncc12
  10%	-4%	-8%	7%	-27%	2%	-23%	12%	-13%
CCOc1ccc(S(=O)(=O)Nc2cccc(C(=O)N3CCN(c4cccc(OC)c4)CC3)c2)cc1
  27%	5%	7%	16%	2%	-17%	u	-25%	9%
COc1cc(C2CC(=O)Nc3c2c(C)nn3-c2nncc(-c3ccc(C)cc3)n2)cc(OC)c1OC (stereo not given)
  -5%	-14%	0%	8%	-2%	-2%	-17%	41%[activator]	19%
C=CCn1c(SC(C)CC)nc(O)cc1=O (stereo not given)
  0%	-4%	2%	29%	-37%	-6%	-9%	4%	3%
O=C(NC1CCN(S(=O)(=O)c2ccc(F)cc2)CC1)C1CCCCC1
  1%	10%	-3%	27%	-22%	-3%	-10%	-1%	-8%
CC1=C(C(=O)Nc2cc(C)ccn2)C(c2ccc(C)cc2)C2=C(CCCC2=O)N1 (stereo not given)
  -3%	20%	-11%	2%	-4%	12%	7%	42%[activator]	1%

High-throughput results as filed in PubChem.
